sEH activator: activators of human soluble epoxide hydrolase. P34913. purified human sEH enzymatic activity, activator screen. activation, % at 2 µM. 91,000 compounds, 0.04% hits. AID 717; in the data active means activation above about 37%; further: values of inactives mirror those of a sister screen read the other way
sEH inhibitor: inhibitors of human soluble epoxide hydrolase. AID 707. 91,000 compounds, 0.34% hits. recombinant human sEH enzymatic activity assay. P34913. inhibition, % at 2 µM; in the data active means inhibition above about 80%; further: values of inactives mirror those of a sister screen read the other way; many of its hits are not listed in these tables
DAT uptake mod: human DAT dopamine uptake with cocaine, either direction. Q01959. LLC-PK1 hDAT cells, [14C]-dopamine uptake with cocaine IC80; actives deviate in either direction. B-score at 10 µM. 110,000 compounds, 1.3% hits. AID 449768;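 active means Z score or B-score, a plate-position-corrected score, falls beyond the plate's 99.7% confidence bounds, in either direction; inactive means both scores lie inside the 99.7% bounds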;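 further: scored against the spread of the other compound wells on the same plate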
Target sequence (Q01959 whole entry, looked up): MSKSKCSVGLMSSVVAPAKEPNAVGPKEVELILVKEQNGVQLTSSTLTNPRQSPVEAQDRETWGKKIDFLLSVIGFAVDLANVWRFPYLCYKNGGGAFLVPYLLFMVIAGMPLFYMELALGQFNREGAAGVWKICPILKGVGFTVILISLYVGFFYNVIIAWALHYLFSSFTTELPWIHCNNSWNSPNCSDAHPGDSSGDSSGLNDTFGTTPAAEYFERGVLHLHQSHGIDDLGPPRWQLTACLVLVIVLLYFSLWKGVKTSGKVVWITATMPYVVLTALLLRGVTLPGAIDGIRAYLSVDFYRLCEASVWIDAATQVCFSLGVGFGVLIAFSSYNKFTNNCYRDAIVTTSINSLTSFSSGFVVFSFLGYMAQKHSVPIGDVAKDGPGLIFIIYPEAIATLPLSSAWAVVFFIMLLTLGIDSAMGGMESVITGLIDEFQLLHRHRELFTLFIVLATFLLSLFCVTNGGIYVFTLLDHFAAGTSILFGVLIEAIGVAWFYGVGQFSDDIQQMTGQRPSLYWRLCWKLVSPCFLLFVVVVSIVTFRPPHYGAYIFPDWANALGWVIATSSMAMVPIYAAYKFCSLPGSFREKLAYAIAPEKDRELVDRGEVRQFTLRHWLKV
CYP2C19 inh: blocks human cytochrome P450 2C19 | P33261 | CYP2C19 Supersomes, luciferin-H EGE luminescence, 30 min | inhibition, % at 5 µM | 96,000 compounds, 21% hits | AID 778;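 active means CYP2C19 inhibition above a set limit at 5 µM in the primary screen, cut at about 50% in these data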;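 further: plate controls were negative control wells for no effect and 2.5 mM tranylcypromine positive control for full effect; values of inactives mirror those of a sister screen read the other way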
PostGolgi ctrl: growth of the yeast control strain, post-Golgi counter-screen; inhibition, % at 10 µM; AID 738; 98,000 compounds, 5% hits; efflux-deficient yeast background strain, growth absorbance A615, 16 h
CYP2C19 act: activators of human cytochrome P450 2C19. P33261. activation factor at 5 µM. recombinant CYP2C19, luciferin-H EGE luminescence; stronger effect = higher value; 0 = fully inhibited enzyme, 1 = untreated enzyme. 96,000 tested, under 10 active;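 active means activation factor of at least 2 at 5 µM in the primary screen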;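 further: 0 = wells with 2.5 mM tranylcypromine and 1 = vehicle-only wells; values of inactives mirror those of a sister screen read the other way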
S1P2 agonist: activates the human S1P2 receptor; S1P2-expressing cell line, agonist reporter read-out; activation, % at 4.5 µM; 97,000 compounds, 0.46% hits; AID 729; O95136; in the data active means activation above about 16%;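 further: 0% = vehicle low control and 100% = maximal reference agonist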
Target sequence (O95136 whole entry, looked up): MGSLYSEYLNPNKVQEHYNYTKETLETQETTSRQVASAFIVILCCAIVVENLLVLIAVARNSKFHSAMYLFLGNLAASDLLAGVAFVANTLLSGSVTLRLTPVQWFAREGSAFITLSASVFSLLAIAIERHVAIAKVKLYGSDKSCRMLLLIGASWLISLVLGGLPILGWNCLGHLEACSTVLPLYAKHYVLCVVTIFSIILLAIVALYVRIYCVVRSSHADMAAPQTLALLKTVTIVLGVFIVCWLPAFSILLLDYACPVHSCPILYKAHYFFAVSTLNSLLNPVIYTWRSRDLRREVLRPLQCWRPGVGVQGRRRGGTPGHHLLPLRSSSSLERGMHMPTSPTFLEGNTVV
S1P2 antag: S1P2 (human) receptor antagonism; cell-based S1P2 antagonist assay, inhibition at 5 uM; inhibition, % at 5 µM; 97,000 compounds, 0.21% hits; in the data active means inhibition above about 45%;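 further: CRE beta-lactamase reporter cells expressing human S1P2 stimulated with S1P; 0% = agonist at EC80 alone and 100% = agonist plus reference antagonist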
PostGolgi yeast: growth inhibition of a yeast mutant, post-Golgi transport screen; post-Golgi transport phenotypic cell assay; inhibition, % at 10 µM; 98,000 compounds, 0.9% hits; AID 739;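 further: yeast cells grown in 1536-well plates; yeast grown about 18 h at 30C before absorbance read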
* marks the source's active call; other numbers are inactive results; / = no result given. Unless noted, no stated cut-off is given here; in the data, active means inhibition above about 30%; inactive means the rest. Compounds as they come; about 24% have a hit in one of these screens.

Values run as follows: CYP2C19 act	PostGolgi yeast	sEH activator	S1P2 antag	CYP2C19 inh	PostGolgi ctrl	DAT uptake mod	sEH inhibitor	S1P2 agonist
1. O=C(C(Cc1ccccc1)n1cccc1)N1CCN(C2CCCCC2)CC1 (centres undefined)
  0	9	-16	-3	98*	17	1.2	15	5
2. CNC(=O)c1sc2nc(-c3ccc(OC)cc3)cn2c1C
  1	5	19	-7	4	8	/	-20	-7
3. Cc1cc(C)c2nc(SCC(=O)N3CCCCC3)c(C#N)cc2c1
  1	-6	11	-6	0	3	0.027	-12	-3
4. Cc1cc2c(NCC(C)O)ncnc2s1 (centres undefined)
  /	/	8	-11	/	/	-0.34	-4	0
5. CCn1c(Cc2cccc3ccccc23)nnc1SCC(=O)Nc1nccs1
  /	/	-6	-17	/	/	0.35	6	-2
6. Cc1ccc(/C=C(\C#N)C(=O)Nc2c(C)cccc2C)s1
  0.9	1	-10	2	13	3	-0.85	12	-7
7. COc1cc(N2CCCC2)c(OC)cc1/C=C(/C#N)c1cccc(Br)c1
  0.6	10	-8	-9	39	8	1.3	10	-8
8. S=C1NC2=C(CCCC2)C2(CCCCC2)N1
  /	/	12	-8	/	/	0.81	-9	-6
9. Cc1ccccc1C(=O)N/N=C/c1ccc(OCC(=O)N2CCCCC2)cc1
  1	10	2	1	-1	-3	0.31	-2	-11
10. CCCCOCCCNc1ncnc2c1[nH]c1ccccc12
  0.5	3	-2	29	52*	4	-0.29	2	-1
11. Cc1cc(S(=O)(=O)Nc2ccc(C(=O)N3CCN(C(=O)c4ccco4)CC3)cc2)ccc1F
  0.9	8	2	17	13	8	1.2	1	-5
12. CC(=O)c1nn(-c2cccc(Br)c2)cc1C(=O)c1cccc2ccccc12
  0.9	-14	5	10	9	8	0.039	-3	-5
13. O=C1CC(c2ccccc2)CC2=C1C(c1ccccn1)Nc1ccccc1N2 (centres undefined)
  0.9	-3	6	-4	5	11	-0.76	-8	-7
14. Cn1c(=O)[nH]c(=O)c2c1nc(N1CCOCC1)n2CCCSc1ncccn1
  1.1	1	12	-6	-9	8	0.0079	-12	0
15. Cc1ccc(-n2ncc3c(=O)n(CC#N)cnc32)cc1
  0.9	-1	-16	5	10	2	-0.91	15	-9
16. O=C(Nc1ccc2c(c1)CCC2)c1cccc(S(=O)(=O)N2CCN(c3ccc(F)cc3)CC2)c1
  0.7	-3	-23	2	26	18	-0.33	24	-11
17. COc1ccc(N=c2oc3c(OC)cccc3cc2C(=O)NCc2ccco2)c(OC)c1
  0.7	-3	10	-3	30	-2	-0.14	-11	-1
18. CCC(C)NC(=O)CN(c1cc(C)ccc1OC)S(C)(=O)=O (centres undefined)
  0.8	10	2	7	22	7	0.26	-2	-4
19. CCn1c2ccccc2c2nnc(SCC(=O)NCc3cccs3)nc21
  0	8	/	/	96*	0	0.048	/	/
20. C=CCSC1=C(C#N)C(c2ccccc2Cl)CC(=O)N1 (centres undefined)
  0.3	-1	-2	10	73*	27	1.7	1	-3
21. CC1=CC(C#N)(C#N)C(C#N)(C#N)C(c2ccccc2)N1 (centres undefined)
  0.7	-1	4	25	28	7	-0.3	-5	-2
22. COc1ccc(/C=N/NC(=O)CSc2nnc(C)n2-c2ccccc2)c(OC)c1OC
  0.9	12	-3	11	5	-3	-0.1	1	-4
23. CC(=O)c1cccc(NS(=O)(=O)c2c(C)noc2C)c1
  0.6	-1	/	-3	38	1	/	/	-3
24. CCc1ccc2[nH]c(=O)c(CN(Cc3ccc(OC)cc3)Cc3nnnn3CCOC)cc2c1
  0.5	3	/	/	55*	-1	0.34	/	/
25. CCOC(=O)CCNC(=O)c1ccccc1Br
  0.8	3	/	/	20	1	-0.9	/	/
26. O=C(NCC(F)(F)F)N1CCOCC1
  1.2	9	-4	-27	-19	4	-0.27	6	-1
27. O=C(CSCc1ccc(Cl)cc1)N/N=C/c1ccc(Cl)cc1Cl
  0.9	0	-80	-10	6	3	0.57	80*	-11
28. CSCCC(NS(=O)(=O)c1ccc2c(c1)OCCO2)C(=O)NCCc1ccccn1 (centres undefined)
  0.6	-5	12	-1	43	11	0.044	-13	-3
29. Cc1cc(Br)ccc1NC(=O)CNC(=O)CN1C(=O)NC2(CCCCCC2)C1=O
  1.1	-3	-20	11	-7	2	1.1	22	-5
30. COc1ccc(-n2c(NC(=O)c3ccco3)c(C#N)c3nc4ccccc4nc32)cc1
  0.9	6	12	-15	6	9	-0.14	-14	11
31. NC(=O)c1cc2cc(Br)ccc2oc1=NCc1ccccc1
  1.2	11	8	4	-23	5	0.092	-11	-4
32. CC(C)Cn1c(N)c(C(=O)NCCN2CCOCC2)c2nc3ccccc3nc21
  0.9	8	4	-31	14	7	1.8	0	14
33. CCN(CC)CCN(CC)Cc1ccccc1Br
  1	-1	/	12	5	0	0.23	/	-3
34. CCCCCCCn1ccc(=N)cc1
  1.3	2	10	-53	-28	2	-0.89	-11	-3
35. Cc1cc(=O)[nH]c(SCC(=O)NCCOc2ccccc2)n1
  1	5	-2	11	3	-2	-0.32	2	-3
36. C=CCOc1ccc(CNc2nccs2)cc1OC
  /	/	2	-16	/	/	0.19	4	-6
37. CCOC(=O)CSc1nnc([C@H](Cc2ccccc2)NC(=O)OC(C)(C)C)o1
  0.6	2	2	0	41	-2	0.34	-4	-3
38. O=C(CSc1nnc(-c2cccnc2)o1)c1cc2ccccc2oc1=O
  1	-7	5	16	0	17	-0.01	-7	-5
39. COC(=O)c1ccc(N2C(=O)CC(Sc3n[nH]c(C)n3)C2=O)cc1 (centres undefined)
  0.9	3	-8	-10	8	12	-0.36	8	-6
40. CCOc1ccccc1N1CCN(C(=O)C(Sc2ccccc2)c2ccccc2)CC1 (centres undefined)
  0.5	-8	-10	8	51*	14	-0.46	13	-6
41. Cc1oc(-c2ccccc2F)nc1CS(=O)(=O)CC(=O)NCCN(C)C1CCCCC1
  1.1	-7	4	12	-10	-4	/	-3	-4
42. Cc1ccc2oc(=O)c3cnn(CC(=O)NCCc4ccsc4)c3c2c1
  0.9	4	/	-1	10	0	0.56	/	-5
43. CCOC(=O)c1c(NC(=O)Cc2cccs2)sc(C(=O)NC2CCCC2)c1C
  0.9	0	-6	13	9	-3	-1.5	5	-5
44. O=C(CNC(=O)c1ccco1)OCC(=O)c1ccc2ccccc2c1
  1.1	-4	12	-3	-6	-3	-0.085	-8	-2
45. CCN(CC)S(=O)(=O)c1ccc2nc(SC)sc2c1
  0.2	4	0	-18	78*	1	0.48	-2	-3
46. CC(C)N=C(NC#N)SCc1ccccc1F
  0.2	5	-4	-16	85*	-6	-8.5*	6	-8
47. COC(=O)[C@H](Cc1ccccc1)NC(=O)NCc1ccccc1OC
  0.6	7	-10	-19	42	-1	-0.25	7	-7
48. Cc1cc2ncn(/N=C/c3ccc(-c4ccccc4)o3)c2cc1C
  1.1	-5	9	13	-10	4	0.82	-10	-6
49. O=C1c2ccccc2C(=O)N1CCCCSc1nnc2c(Cl)cc(Cl)cn12
  0.5	-4	0	-7	49	17	0.53	2	-3
50. O=C(Nc1ccccn1)C1COc2ccccc2O1 (centres undefined)
  /	/	10	-22	/	/	-0.28	-6	-3
51. Cc1noc(NS(=O)(=O)c2ccc(NC(=O)CSc3nc4c(cc3C#N)CCC4)cc2)c1C
  0.9	2	0	9	5	9	0.72	-1	-5
52. CC(C)(C)c1cn(-c2ccc(F)cc2)c(=S)[nH]1
  0.4	-4	5	-10	63*	-6	-0.78	-2	-6
53. COc1cc2nc(=S)n3[nH]c(CCn4nc(C)cc4C)nc3c2cc1OC
  0.7	4	/	/	30	-2	0.86	/	/
54. O=S(=O)(c1ccc2c(c1)OCCCO2)N1CCNCC1
  1.1	5	2	15	-6	10	0.22	-2	-4
55. COc1ccc(NC(=S)NCCSc2ccc(C)cc2)c(OC)c1
  /	/	0	-5	/	/	1	-3	-1
56. COC(=O)C(Cc1ccc(OC(=O)c2ccc(C)cc2)cc1)N1Cc2ccccc2C1=O (centres undefined)
  0.7	20	-12	0	28	0	-0.95	13	-4
57. CCOc1ccc(NS(=O)(=O)c2cc(Cl)ccc2OC)cc1
  0.6	2	-17	-16	43	5	-1.9	18	-1
58. O=C(CCS(=O)(=O)Cc1ccccc1)N1CCc2ccccc2C1
  1	-7	1	-1	1	24	0.056	-4	1
59. O=C(Nc1nc(-c2ccccc2)cs1)C1CCCO1 (centres undefined)
  0.4	-4	-3	8	62*	-6	1.5	6	1
60. CCSc1nnc(-c2ccc(Cl)cc2)c2ccccc12
  0.8	-7	12	0	16	2	0.91	-9	-2

Reformatted with bars between the fields: 3 of the compounds above.
entry | smiles | CYP2C19 act | PostGolgi yeast | sEH activator | S1P2 antag | CYP2C19 inh | PostGolgi ctrl | DAT uptake mod | sEH inhibitor | S1P2 agonist
48 | Cc1cc2ncn(/N=C/c3ccc(-c4ccccc4)o3)c2cc1C | 1.1 | -5 | 9 | 13 | -10 | 4 | 0.82 | -10 | -6
49 | O=C1c2ccccc2C(=O)N1CCCCSc1nnc2c(Cl)cc(Cl)cn12 | 0.5 | -4 | 0 | -7 | 49 | 17 | 0.53 | 2 | -3
50 | O=C(Nc1ccccn1)C1COc2ccccc2O1 (centres undefined) | / | / | 10 | -22 | / | / | -0.28 | -6 | -3

(list continues)
Values run as follows: CYP2C19 act	PostGolgi yeast	sEH activator	S1P2 antag	CYP2C19 inh	PostGolgi ctrl	DAT uptake mod	sEH inhibitor	S1P2 agonist
61. Cc1nc2sccn2c1-c1csc(NCc2ccccc2)n1
  0.1	10	0	41	90*	27	1.1	-1	-7
62. Cc1csc(Sc2nc3c(c(=O)[nH]c(=O)n3C)n2CCCc2ccccc2)n1
  1	-1	/	15	-3	45*	0.67	/	-6
63. CN=CC1=C(O)c2ccccc2C1=O
  0.8	14	11	6	18	22	1.5	-14	0
64. COCCN(C(=O)COc1ccc(Cl)cc1)c1nnc(-c2cccnc2)s1
  /	/	-2	0	/	/	0.65	5	-4
65. CCN(CC)c1ncnc2sc3c(c12)CCC3
  0.9	-8	15	8	14	10	0.0079	-16	-5
66. CCOc1ccc(NC(=O)C2CCN(S(=O)(=O)c3cccnc3)CC2)cc1
  0.7	17	-1	-35	29	-2	-2.2	-2	-2
67. Cc1ccc(CCNC(=O)C2CCC(=O)N2Cc2cccnc2)cc1 (centres undefined)
  0.4	-9	/	/	59*	4	-0.044	/	/
68. O=C(Cn1nnc(-c2ccccc2F)n1)Nc1ccc(S(=O)(=O)NC2CCCC2)cc1
  0.5	0	-55	27	45	-3	-0.29	54	-8

Bioassay records as filed in PubChem BioAssay.
